Assay outcomes (PubChem)
DNMT1 inh: human DNMT1 methyltransferase inhibitors, primary screen, biochemical, molecular beacon, fluorescence, HinP1I cleavage, uHTS; inhibition (reported as % activation of signal), % at 10 µM; 360,000 tested, 0.83% active; in the data active = inhibition above about 50%
STEP block: STEP phosphatase inhibitors, primary screen, biochemical, fluorescence intensity, uHTS; Tyrosine-protein phosphatase non-receptor type 5 (Homo sapiens), P54829; recombinant STEP, OMFP fluorogenic substrate; inhibition, % at 20 µM; 360,000 tested, 0.25% active; AID 588621, 2011;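 active = inhibition at 20 µM, scaled per plate between control wells, above about 37%, limit read from the data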;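 note: 0% = DMSO with enzyme and substrate and 100% = substrate only without enzyme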
Target sequence (P54829 whole entry, looked up): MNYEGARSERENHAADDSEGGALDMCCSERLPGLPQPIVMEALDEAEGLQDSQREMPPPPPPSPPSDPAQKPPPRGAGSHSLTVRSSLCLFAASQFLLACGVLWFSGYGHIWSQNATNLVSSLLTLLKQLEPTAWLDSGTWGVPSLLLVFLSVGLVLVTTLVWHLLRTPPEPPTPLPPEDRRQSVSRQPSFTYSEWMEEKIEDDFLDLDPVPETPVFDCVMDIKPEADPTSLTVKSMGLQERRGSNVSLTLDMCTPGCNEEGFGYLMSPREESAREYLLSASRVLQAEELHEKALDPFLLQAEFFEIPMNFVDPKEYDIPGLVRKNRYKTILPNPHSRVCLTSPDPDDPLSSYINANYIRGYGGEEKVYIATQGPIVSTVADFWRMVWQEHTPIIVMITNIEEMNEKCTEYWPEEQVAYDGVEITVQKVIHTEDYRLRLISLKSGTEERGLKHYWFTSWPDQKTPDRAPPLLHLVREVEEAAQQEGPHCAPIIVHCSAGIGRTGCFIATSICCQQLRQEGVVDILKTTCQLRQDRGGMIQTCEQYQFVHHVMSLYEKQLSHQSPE
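Material: STEP (striatal-enriched tyrosine phosphatase) enzyme, cell-free; Compound dosing: 20 µM single dose in 1% DMSO; Technique: fluorescence read at 480 nm ex / 540 nm em; Times: reaction 20 min, ambient temperature; Medium: 50 mM Bis-Tris pH 6.0 with 2.5 mM DTT and 0.005% Tween 20; Also added: OMFP at 25 µM.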
SUMO1 PPI mod: modulators of SUMO1 protein-protein interactions, primary screen, biochemical, uHTS. Small ubiquitin-related modifier 1 (Homo sapiens), P63165. SUMO1 binding to a labelled peptide, TR-FRET, 1 h. inhibition, % at 20 µM. 360,000 tested, 0.33% active. AID 602429, 2012; in the data active = inhibition above about 37%
Target sequence (P63165 whole entry, looked up): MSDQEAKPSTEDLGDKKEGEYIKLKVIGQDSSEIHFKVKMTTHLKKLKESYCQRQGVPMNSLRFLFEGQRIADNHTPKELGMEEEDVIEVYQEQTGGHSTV
CSN inh: inhibitors of CSN-mediated cullin deneddylation, primary screen, biochemical, fluorescence polarization, uHTS; COP9 signalosome complex subunit 5 (Homo sapiens), Q92905; Purified CSN, SCF-Nedd8-OG deneddylation; inhibition, % at 12.5 µM; 360,000 tested, 0.38% active; AID 651999, 2013;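 active = pattern-corrected inhibition above about 35%, with an unprinted fluorescence ratio check between 0.5 and 1.5, limit read from the data, passing the limit was not always enough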;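 note: 0% = enzyme with substrate and 100% = substrate without enzyme; some results filed as inactive read as strong as hits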
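Assay system: purified human Csn5 enzyme expressed in HEK293T cells; measure: % inhibition; also added: SCFSkp2-Nedd8OG substrate at 10 nM final; technique: fluorescence polarization; times: reaction 90 min, room temperature; medium: Tris buffer pH 7.5, NaCl, DTT, Tween-20, trehalose, ovalbumin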
Rpn11 block: Rpn11 (PSMD14) deubiquitinase inhibitors, primary screen, biochemical, fluorescence polarization, uHTS; human 26S proteasome, Ub4-pepOG fluorescence polarization; 20S core pre-blocked with epoxomicin; calls only at 20 µM; 360,000 tested, 0.59% active;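 active = inhibition at 20 µM, scaled to each plate's controls, above about 33%, limit read from the data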
NadD inh: inhibitors of S. aureus NadD, primary screen, biochemical, colorimetric, uHTS; Nicotinate-nucleotide adenylyltransferase NadD (Staphylococcus aureus N315); purified NadD enzyme, colorimetric absorbance read-out; inhibition, % at 20 µM; 360,000 tested, 0.78% active; in the data active = inhibition above about 26%; note: some compounds past the cut are filed as inactive
LMPTP block: LMPTP phosphatase inhibitors, primary screen, biochemical, fluorescence intensity, uHTS. AID 651560, 2012. recombinant LMPTP-A, OMFP fluorogenic substrate. 360,000 tested, 0.22% active. inhibition, % at 20 µM. Low molecular weight phosphotyrosine protein phosphatase (Homo sapiens), P24666;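 active = compounds that cut the enzyme signal by at least half of the control window in the single-dose screen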;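 note: plate controls were DMSO wells with enzyme plus substrate for no effect and substrate without enzyme for full effect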
Target sequence (P24666 whole entry, looked up): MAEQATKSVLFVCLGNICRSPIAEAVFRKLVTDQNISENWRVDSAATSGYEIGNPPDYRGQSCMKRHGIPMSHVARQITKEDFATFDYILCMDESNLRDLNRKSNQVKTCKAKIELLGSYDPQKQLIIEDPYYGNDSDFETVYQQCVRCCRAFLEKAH
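Test system: LMPTP-A phosphatase enzyme. Amount: LMPTP-A at 0.625 nM final in the reaction. Reagent: OMFP substrate, 400 µM final. Times: 50 min at room temperature. Signal: endpoint fluorescence intensity from OMFP dephosphorylation. Read-out basis: % inhibition. Benchmarks: no-enzyme and uninhibited controls.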
TbMetRS inhib: T. brucei MetRS inhibitors, primary screen, biochemical, luminescence. methionyl-tRNA synthetase (Trypanosoma brucei brucei). purified T. brucei MetRS, ATP depletion, Kinase-Glo luminescence. inhibition, % at 11.9 µM. 360,000 tested, 0.4% active. AID 624268, 2012;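 active = inhibition above a per-plate cutoff of the control wells' mean inhibition plus 3 SD, cut at about 5.5% in these data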;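 note: 0% = DMSO wells median and 100% = median of wells with control inhibitor compound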
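Material: parasite MetRS enzyme / Replication: singlicate, one well per compound / Signal: luminescence of leftover ATP / Schedule: 2 h aminoacylation at 25 °C after 15 min preincubation / Medium: HEPES-MgCl2-KCl buffer plus DTT, spermine, BSA, pyrophosphatase / Doses: 11.9 µM single point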
MsrA inhibitor: bovine MsrA enzyme inhibitors, primary screen, biochemical, absorbance, HTS | Methionine sulfoxide reductase A (Bos taurus) | purified bovine MsrA, absorbance read-out | inhibition, % at 15.5 µM | 360,000 tested, 0.75% active | AID 651718, 2012; in the data active = inhibition above about 4.5%;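 note: 0% = vehicle wells with enzyme and 100% = reference inhibitor wells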
Scp-1 inhibitor: Scp-1 phosphatase inhibitors, primary screen, biochemical, colorimetric, uHTS. Recombinant Scp1, phosphopeptide, malachite green phosphate absorbance. 340,000 tested, 0.88% active. inhibition, % at 20 µM;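 active = inhibition above about 50% at 20 µM, limit read from the data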;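 note: plate controls were DMSO wells with enzyme for no effect and wells lacking enzyme for full effect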
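Incubation: 45 min enzyme reaction at room temperature / System: truncated SCP-1 phosphatase (76-261aa) / Reagent: Phospho 17-mer peptide substrate / Buffer or medium: Acidic Tris acetate buffer with magnesium and detergent / Signal: absorbance at 630 nm / Doses: one concentration, 20 µM, with 1.0% DMSO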
The depositor's hits bear a star; i = inactive.

DNMT1 inh,STEP block,SUMO1 PPI mod,CSN inh,Rpn11 block,NadD inh,LMPTP block,TbMetRS inhib,MsrA inhibitor,Scp-1 inhibitor,mol
4,-3,-15,2,i,-3,-0.5,0.0,4.5,-10,CC(=O)Nc1cc2c3ccccc3n(C)c2cc1[N+](=O)[O-]
-2,-2,-7,-2,i,-2,-3.3,-1.0,1.9,-1,O=C(NCc1ccccn1)c1ccc(/C=N/O)nc1
4,-1,-7,3,i,0,-1.3,0.0,2.4,-2,Cn1nnc(NC(=O)/C=C/c2ccco2)n1
-13,1,-4,0,i,0,1.5,-0.3,1.2,-12,Cc1ccc(NC(=S)NC(=O)C2CCCCC2)c(Br)c1
-1,-2,-2,2,i,2,-0.7,-0.3,-0.2,-5,COc1ccc(C(=O)N(C)Cc2ccc(C)o2)cc1OC1CCN(C(C)C)CC1
-1,-2,-10,-3,i,8,1.9,-0.3,2.5,-9,Cc1ccc(C2CC(c3ccc(NS(C)(=O)=O)cc3)=NN2C(=O)c2ccco2)cc1 (centres undefined)
4,-2,0,3,i,-8,-1.4,-0.8,3.2,2,CCOc1ccccc1Oc1c(C)oc2c(CN3CCN(CCO)CC3)c(O)ccc2c1=O
-7,0,0,5,i,-1,-0.1,0.6,-0.2,-3,Cc1ccccc1NC(=O)c1cccc(Cn2cc(Br)c([N+](=O)[O-])n2)c1
-2,0,9,1,i,1,1.4,-0.6,1.4,-4,CNC(=O)N(O)C1N(/N=C/c2cc(Br)ccc2O)C(=S)SC1(C)C (centres undefined)
3,8,5,-3,i,-3,-0.8,-0.7,0.6,-7,COc1ccc(NC(=O)c2cncc(Br)c2)cc1S(N)(=O)=O
1,-5,2,-2,i,-1,-0.7,0.1,1.0,-6,CCSc1ccc(NC(=O)c2cccnc2)cc1
0,-2,1,3,i,-8,-1.0,-0.7,1.0,-5,CC1Oc2ccccc2OC1(O)c1ccccn1 (centres undefined)
1,-3,0,3,i,-7,-1.9,-0.9,-1.3,-4,COc1cc(CNCc2ccc(Br)cc2)cc(OC)c1
0,4,3,0,i,5,-0.9,0.3,2.9,3,Cc1cc(C)cc(N(C(C)C(=O)N2CCCC2)S(C)(=O)=O)c1 (centres undefined)
7,-1,1,-2,i,-3,0.5,-0.3,-0.4,-6,Cc1ccsc1C(=O)NNC(=O)c1ccc(NS(=O)(=O)c2cccs2)cc1
5,-2,-11,1,i,0,-1.9,-0.9,-0.7,2,Cc1cc(C(=O)OCC(=O)NCc2cccs2)c2ccccc2n1
2,-5,-2,-5,i,-14,-0.4,-0.6,0.4,-5,COc1ccc(OCC(=O)NNC(=O)c2nn(C)c(=O)c3ccccc23)cc1
4,-1,4,3,i,-2,-1.1,-0.4,0.3,-3,CCc1ccc(NC(=O)C2CCN(S(=O)(=O)c3cnc[nH]3)CC2)cc1
-2,-1,1,-3,i,-1,-2.1,-0.8,-0.1,-6,CCCN(Cc1ccccc1)S(=O)(=O)c1ccc(N2C(=O)CCC2=O)cc1
1,-1,-1,-5,i,2,-0.8,-0.1,1.7,1,CCC(C)C(NC(=O)C(C)NC(=O)CNC(=O)CNC(=O)OCc1ccccc1)C(=O)OC (centres undefined)
5,0,-1,-8,i,-2,1.3,-1.2,0.5,15,CCOc1ccc(N2C(=O)CC(NCC3CCCO3)C2=O)cc1 (centres undefined)
7,3,3,5,i,7,18,-0.2,-0.2,59*,O=C(COc1ccc(-n2cnnn2)cc1)Nc1ccccc1Cl
-1,1,-23,1,i,2,0.4,-0.3,0.5,1,CCOC(=O)C1CCN(C(=O)Cn2nc(C)n3c(cc4cc(C)ccc43)c2=O)CC1
-34,-1,0,0,i,5,1.0,-0.6,2.4,-1,CC(=O)Nc1ccc(C2=NNC(=NCC3CCCO3)SC2)cc1 (centres undefined)
-1,0,1,-8,i,1,-1.1,-0.5,-0.7,-1,Cc1cnc(C(=O)NCc2ccc(Cl)cc2Cl)cn1

DNMT1 inh,STEP block,SUMO1 PPI mod,CSN inh,Rpn11 block,NadD inh,LMPTP block,TbMetRS inhib,MsrA inhibitor,Scp-1 inhibitor,mol
-1,1,-8,4,i,-4,0.3,-1.2,-0.4,-9,O=C(NCc1ccco1)c1sc2cc(F)ccc2c1Cl
-1,-2,5,-1,i,-3,-0.4,0.1,-0.1,2,Cc1ccc(S(=O)(=O)N(CC(=O)NCc2ccco2)c2ccccc2C)cc1
-1,-1,-1,2,i,2,-0.6,0.1,0.8,-3,CCOc1ccc(CC(C(N)=O)C(N)=O)cc1
2,1,0,-1,i,-5,3.0,0.7,0.5,-5,Clc1ccc2c(N3CCOCC3)ccnc2c1
-6,-2,-6,0,i,-1,-1.9,-0.9,0.0,-4,CC(C)Cn1cc(C(=O)NCC2CCCO2)c2c3ccccc3n(C)c2c1=O (centres undefined)
-3,-2,5,-1,i,-2,-0.5,0.1,-0.7,-1,CCC1(CC)NC(=O)N(CC(=O)OCC(=O)Nc2sccc2C#N)C1=O
-7,0,-1,0,i,-5,-1.0,-0.5,-0.3,0,CN(CCC#N)C(=O)COC(=O)c1ccc2[nH]c3c(c2c1)CCCC3
0,1,1,0,i,-1,-1.8,-0.5,-0.7,-6,Cn1c(N)c(C(=O)COC(=O)CCC(=O)c2cccs2)c(=O)n(C)c1=O
5,1,1,-1,i,-6,0.3,5.2,-0.6,2,O=C(CN1CCC(c2nc3ccccc3[nH]2)CC1)NCc1ccc2c(c1)OCO2
6,-3,19,-5,i,0,-2.0,-0.1,0.6,3,CN(c1ccccc1)S(=O)(=O)c1nnc(NC(=O)COc2ccccc2F)s1
-11,-2,3,2,i,0,-0.6,-0.4,0.6,-7,Cc1ccc(NC(=O)[C@H](Cc2c[nH]c3ccccc23)NC(=O)[C@@H]2Cc3ccccc3CN2)c(C)c1
-2,1,-5,-2,i,-1,-1.0,-0.3,-0.1,-8,O=C(c1cc(-c2cccc(Cl)c2)nc2ccccc12)N1CCCC1
13,-3,1,1,i,0,-0.6,-0.2,-0.1,-4,Cc1cc(C)n(-c2ccc(Cl)c(Cl)c2)n1
-6,0,-10,-3,i,2,2.1,0.1,0.7,-6,COc1cccc(CNC(=O)COC(=O)/C=C/c2ccc(SC)cc2)c1
0,-3,-7,-9,i,1,-1.7,-0.4,-1.3,0,Cc1ccc(S(=O)(=O)NCC2CCCO2)cc1[N+](=O)[O-] (centres undefined)
-1,-1,3,1,i,0,-0.4,0.1,0.2,-2,O=C(Nc1ccnn1C1CCN(Cc2ccc(CO)o2)CC1)c1ccccc1Cl
-1,0,-6,-3,i,9,-0.4,-1.2,4.7*,1,COc1ccc(CCN2C(=O)C(O)=C(C(=O)c3ccco3)C2c2cccs2)cc1OC (centres undefined)
-1,0,-24,2,i,2,6.2,0.0,-0.4,1,COc1ccc(NC(=O)c2sc3nc(C)nc(N4CCN(c5ccccn5)CC4)c3c2C)c(OC)c1
-2,-2,-40,2,i,-8,2.5,0.1,0.0,-3,NC(=O)CC(NC(=O)c1ccccc1)c1ccc(NCCc2cccc(F)c2)c([N+](=O)[O-])c1 (centres undefined)
8,-2,0,-1,i,-4,0.1,-0.6,0.7,0,CCOC(=O)C1CCN(C(=O)Nc2ccc(OC)c(OC)c2)CC1
5,-1,0,2,i,3,-0.8,-1.1,0.1,-18,COc1ccc(C(=O)NNC(=O)CSc2nnc(COc3ccccc3)n2C)cc1

Part of the list above in another layout:
canonical_smiles: CC(C)Cn1cc(C(=O)NCC2CCCO2)c2c3ccccc3n(C)c2c1=O (centres undefined)
  DNMT1 inh: -6; STEP block: -2; SUMO1 PPI mod: -6; CSN inh: 0; Rpn11 block: i; NadD inh: -1; LMPTP block: -1.9; TbMetRS inhib: -0.9; MsrA inhibitor: 0.0; Scp-1 inhibitor: -4
canonical_smiles: CCC1(CC)NC(=O)N(CC(=O)OCC(=O)Nc2sccc2C#N)C1=O
  DNMT1 inh: -3; STEP block: -2; SUMO1 PPI mod: 5; CSN inh: -1; Rpn11 block: i; NadD inh: -2; LMPTP block: -0.5; TbMetRS inhib: 0.1; MsrA inhibitor: -0.7; Scp-1 inhibitor: -1
canonical_smiles: CN(CCC#N)C(=O)COC(=O)c1ccc2[nH]c3c(c2c1)CCCC3
  DNMT1 inh: -7; STEP block: 0; SUMO1 PPI mod: -1; CSN inh: 0; Rpn11 block: i; NadD inh: -5; LMPTP block: -1.0; TbMetRS inhib: -0.5; MsrA inhibitor: -0.3; Scp-1 inhibitor: 0
canonical_smiles: Cn1c(N)c(C(=O)COC(=O)CCC(=O)c2cccs2)c(=O)n(C)c1=O
  DNMT1 inh: 0; STEP block: 1; SUMO1 PPI mod: 1; CSN inh: 0; Rpn11 block: i; NadD inh: -1; LMPTP block: -1.8; TbMetRS inhib: -0.5; MsrA inhibitor: -0.7; Scp-1 inhibitor: -6
